High-throughput results as filed in PubChem BioAssay.
TDP1 block: qHTS Assay for Inhibitors of Tyrosyl-DNA Phosphodiesterase (TDP1). 350,000 tested, 0.28% active. recombinant TDP1, AlphaScreen DNA substrate cleavage. Potency, µM (series often up to 130 µM), for inactives: at the top dose activity change, negative = inhibition, usual class: inhibitors. AID 485290, 2010. Tyrosyl-DNA phosphodiesterase 1 (Homo sapiens), Q9NUW8; further: nearly all actives have a fitted effect of over 40% in size
Target sequence (Q9NUW8 whole entry, looked up): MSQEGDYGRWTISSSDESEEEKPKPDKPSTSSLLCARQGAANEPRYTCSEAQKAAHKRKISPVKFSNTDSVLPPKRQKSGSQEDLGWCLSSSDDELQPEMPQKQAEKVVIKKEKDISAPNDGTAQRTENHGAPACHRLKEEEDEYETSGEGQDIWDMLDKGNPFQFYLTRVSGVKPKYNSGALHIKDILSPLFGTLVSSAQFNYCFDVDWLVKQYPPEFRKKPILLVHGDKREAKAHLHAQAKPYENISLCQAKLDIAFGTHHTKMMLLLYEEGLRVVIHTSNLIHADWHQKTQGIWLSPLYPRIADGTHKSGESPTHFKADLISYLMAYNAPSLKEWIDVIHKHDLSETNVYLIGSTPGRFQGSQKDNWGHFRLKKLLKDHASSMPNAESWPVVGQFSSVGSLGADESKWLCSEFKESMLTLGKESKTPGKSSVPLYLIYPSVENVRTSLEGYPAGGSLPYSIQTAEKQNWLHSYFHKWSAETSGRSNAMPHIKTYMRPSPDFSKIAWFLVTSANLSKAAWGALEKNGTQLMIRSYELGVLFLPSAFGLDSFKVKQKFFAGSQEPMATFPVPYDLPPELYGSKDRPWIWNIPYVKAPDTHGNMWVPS
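Signal: AlphaScreen proximity between streptavidin donor and anti-FITC acceptor beads on intact substrate. Reaction: Tdp1 1 nM, substrate 15 nM final, 5 min RT after 15 min compound preincubation.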
TDP1 cell CPT: qHTS for Inhibitors of human tyrosyl-DNA phosphodiesterase 1 (TDP1): qHTS in cells in presence of CPT; chicken DT40 Tdp1-/-;hTDP1 cells + 20 nM CPT, ATP luminescence, 48 h; Potency, µM (highest dose often 46.2 µM), inactives show at the top dose activity change, negative = growth inhibition, actives largely listed as inhibitors; 420,000 tested, 12% active; further: nearly all actives have a fitted effect of over 55% in size
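Chicken DT40 Tdp1-/- cells complemented with human TDP1, 400 cells/well, exposed to compounds plus 20 nM camptothecin for at least 48 h at 37 C; viability read as ATP content by CellTiter-Glo luminescence.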
TDP1 cell noCPT: qHTS for Inhibitors of human tyrosyl-DNA phosphodiesterase 1 (TDP1): qHTS in cells in absence of CPT; DT40 Tdp1-/- hTDP1 cells, no CPT, ATP luminescence, 48 h; Potency, µM (series often up to 46.2 µM), without a hit: top-dose activity change, negative = growth inhibition, most hits filed as inhibitors; 420,000 tested, 15% active; AID 686978, 2013; further: nearly all actives have a fitted effect of over 55% in size
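Growth of hTDP1-complemented DT40 Tdp1-knockout cells is measured by ATP luminescence after at least 48 hr compound exposure at 37 °C, with DMSO substituting for the 20 nM CPT used in the parallel screen.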
Numbers without * were called inactive; ? = inconclusive; . = not tested or not shown; [ ] = remark or other dose. The call rests on the fitted dose curve; in most records, active means well fitted curve in the direction sought with a large enough effect; inconclusive means small, poorly fitted or top-dose-only effect, or another doubt; inactive means no such curve, though single readings can be large; an effect the other way counts as inactive or inconclusive. On the % scale 0 is the no-effect control and ±100 the full control effect; potency means the concentration at half of the fitted maximal effect.

SMILES	TDP1 block	TDP1 cell CPT	TDP1 cell noCPT
CCN(c1ccccc1)S(=O)(=O)c1cccc(C(=O)N(C)CC(=O)Nc2ccc(F)c(F)c2F)c1	.	14.6µM*	18.4µM*
Cc1ccccc1-c1cc(C(=O)NCc2ccc3c(c2)OCO3)nn1CC1CC(c2cccc([N+](=O)[O-])c2)=NO1 (centres undefined)	3.9%	-7.0%	?
N#CCC(=O)Nc1ccc(C(=O)NNC(=O)CCN2CCN(c3ccccc3)CC2)cc1	-0.5%[56.1 µM]	-1.0%	10.2%
COc1ccc(NC(=S)NC(NC(=O)C(C)C)C(Cl)(Cl)Cl)c([N+](=O)[O-])c1 (centres undefined)	5.7%	-23.5%	-23.3%
FC(F)(F)c1ccccc1-c1cncnc1NCc1cccnc1	.	0.2%	-5.9%
COC(=O)c1cc2oc(C)cc2n1CC(=O)N(C)c1ccccc1	7.2%	-0.2%	-16.9%
O=C(CCN1C(=O)c2ccccc2S1(=O)=O)NCc1ccccc1Cl	.	-27.9%	-3.5%
CC(=O)Nc1ccccc1P(=O)(c1ccccc1)c1ccccc1OC(C)=O (centres undefined)	6.0%	20.0%	-1.8%
CCn1c(C)[n+](Cc2ccccc2)c2ccc(C(=O)OC)cc21	4.6%	1.5%	-24.8%
CC(=O)Nc1cccc(-c2ccnc3c2CC(C(=O)NCc2cccs2)O3)c1 (centres undefined)	.	0.92µM*	0.651µM*
CC(N=C1CC(C)(C)CC(=O)/C1=C(/O)CCCN1C(=O)c2ccccc2C1=O)C(=O)O (centres undefined)	3.5%	6.6%	-0.6%
CCCn1c(SCC(=O)/C(C#N)=C(\C)N)n[nH]c1=O	1.1%	6.2%	-24.6%
O=C(NC1CCCCC1)C(c1ccncc1)N(Cc1ccccc1)C(=O)c1ccc(-c2ccccc2)[nH]1 (centres undefined)	9.3%	16.4µM*	?
Cc1noc(C)c1COC(=O)CCCNC(=O)c1ccc(Cl)cc1	2.9%	6.1%	?
Cc1cc(NC(=O)CN2CCCC2c2nc3ccccc3s2)no1 (centres undefined)	0.0%	?	?
CC(=O)c1cc(-c2ccc(F)cc2)n(CC(=O)Nc2cc(C)cc(C)c2)c1C	4.7%	?	?
COc1ccc(C(C)(C)C)cc1NC(=O)C1CC(=O)N(C2CCCC2)C1 (centres undefined)	0.0%	?	-25.0%
CCN(C(=O)C(C)OC(=O)c1nn(-c2ccccc2C(F)(F)F)cc1O)c1ccccc1 (centres undefined)	2.3%	-11.8%	-17.8%
Clc1cccc[n+]1CCCC[n+]1ccccc1Cl	.	-12.7%	-8.4%
Cc1ccc(S(=O)(=O)NCC(=O)NCC(=O)NC(C)c2ccccc2Br)cc1C (centres undefined)	0.3%	-12.1%	-23.3%
O=C(NCc1cccnc1)c1cccc(-c2cc3ccccc3oc2=O)c1	5.4%	6.4%	?
COc1ccc(SCc2cc(=O)c3ccc(C)c(C)c3[nH]2)cc1	0.0%	-29.1%	?
COc1ccc(N(C)C2=NS(=O)(=O)c3ccccc32)cc1	3.8%	3.66µM*	2.59µM*
COc1cc(S(=O)(=O)N2CCCCC2)ccc1NC(=O)c1ccncc1	.	-3.9%	3.9%
C/C(=N\NC(=O)c1ccoc1C)c1cccnc1	-2.8%	3.7%	-3.3%
Cc1ccc(C(=O)OCC(=O)c2ccc(S(=O)(=O)N3CCCCC3)cc2)o1	-6.9%[0.505 µM]	-8.2%	-2.3%
Cc1coc2cc3oc(=O)c(CCC(=O)O)c(C)c3cc12	7.2%	-12.1%	-14.3%
COc1cc(/C=C2\SC(=O)NC2=O)ccc1Oc1ccc([N+](=O)[O-])cn1	1.4%	7.9%	?
O=C(CCc1ccccc1)Nc1ccc(NC(=O)c2ccco2)nc1	3.0%	-20.2%	0.8%
NS(=O)(=O)c1ccc(NC(=O)/C=C/c2ccc(S(=O)(=O)NCc3ccco3)cc2)cc1	10.4%	-26.2%	?
COc1ccc(C(=O)N2CCC(c3nc(-c4ccc(S(=O)(=O)N5CCCC5)cc4)no3)CC2)cc1	2.3%	23.1µM*	20.6µM*
O=C(NCC1CCCCC1)c1ccc([N+](=O)[O-])cc1	.	-14.9%	-15.8%
COC(=O)c1scc(C)c1NS(=O)(=O)c1ccc(NC(C)=O)cc1	1.4%	21.1%	-28.2%
CN1\C(=C/C=C/C=C/C=[N+](C)C)C(C)(C)c2ccccc21	10.3%	2.59µM*	2.31µM*
CC(=O)Nc1cc(C(=O)NCc2ccc(F)cc2Cl)ccc1Sc1ccc(Cl)cc1	2.6%	20.6µM*	?
CCOC(=O)c1cnc(-c2ccccc2)nc1N1CC(C)OC(C)C1 (centres undefined)	0.0%	?	?
Cc1cc2c(c(=O)o1)C(CCC1CCCCC1)C(C#N)=C(N)O2 (centres undefined)	1.4%	-8.7%	-4.9%
CC(=O)N1CCC2(CC1)C(C#N)=C(N)Oc1c2sc2nc(C)cc(C)c12	1.9%	-26.8%	?
CC(C)(C#CC(O)(c1ccccc1)c1ccccc1)N1CCCC1	2.5%	-29.5%	-17.9%
CC1(c2ccccc2)NC(=O)N(CC#N)C1=O (centres undefined)	-5.1%	-8.5%	0.9%
CCOC(=O)C1C(O)=CC(=O)CC1c1ccccc1 (centres undefined)	0.7%	-4.1%	6.9%
CCN(CC(=O)Nc1ccc2c(c1)OCCO2)CC(=O)Nc1ccccc1C(F)(F)F	3.9%	-28.0%	-22.6%
COc1cccc(-c2nc(-c3ccc(NC(=O)c4ccncc4)cc3)no2)c1	-6.0%	9.2µM*	10.3µM*
CC(=O)N1c2c(cc(Br)cc2S(=O)(=O)N2CCN(c3cc(C)ccc3C)CC2)CC1C (centres undefined)	0.0%	16.4µM*	14.6µM*
Cc1nnc(N/N=C/c2ccccc2C(F)(F)F)n1N	5.0%	-18.3%	-3.3%
CN1CCn2cnc(C(=O)N3CCN(c4ccccc4)CC3)c2C1=O	.	1.8%	-1.2%
CCN(c1ccccc1)S(=O)(=O)c1cc(C(=O)O)ccc1C	22.4µM*	13.8%	-5.5%
COc1cccc(NC(=O)[C@@H]2CCCN2C(=O)[C@@H]2Cc3ccccc3CN2C(=O)OC(C)(C)C)c1	2.2%	-28.9%	2.4%
O=C(NNC(=O)c1cc2c(s1)CCCC2)c1ccccc1	-3.2%	-7.6%	?
CC1(C)OC(C)(C)/C(=C/Nc2ccc(O)cc2)C1=O	5.3%	?	23.1µM*
COc1ccc(C(CNC(=O)c2ccc(OC)c(S(=O)(=O)N3CCCC3)c2)N2CCCC2)cc1 (centres undefined)	2.1%	-4.2%	5.7%
COc1cccc(C(c2sc3nc(-c4ccco4)nn3c2O)N2CCOCC2)c1 (centres undefined)	2.6%	-3.0%	-10.1%
Cc1ccccc1NC(=O)CN1C(=O)NC2(CCc3ccccc32)C1=O (centres undefined)	0.8%	-4.2%	-12.7%
CCN1C(=O)c2ccc(C(=O)NCc3ccccc3)cc2C1=O	7.8%	1.2%	4.1%
CC(C)c1ncc(C(O)c2ccccc2)n1C (centres undefined)	.	4.1%	-6.8%
CN(C)C(CNC(=O)c1ccc(S(=O)(=O)Nc2ccccc2F)cc1)c1ccco1 (centres undefined)	2.7%	-22.1%	?
CCOc1ccc(C(=O)N2CCCN(C(=O)c3ccc(OCC)cc3)CC2)cc1	-7.2%	-12.6%	?
CC(C)(C)c1ccc(OCC(=O)NNC(=O)c2cccnc2)cc1	-2.6%	1.4%	-7.1%
CCc1cc(=O)oc2cc(OCc3nn[nH]n3)ccc12	4.8%	3.7%	-18.5%
COC(=O)c1nnn(CC(=O)NC(=O)Nc2ccccc2)c1C(=O)OC	2.6%	12.2%	-16.3%

The list continues:
SMILES	TDP1 block	TDP1 cell CPT	TDP1 cell noCPT
COc1ccc(C(=O)Nc2nnc(-c3ccccc3)s2)cc1	-5.2%	?	?
CCNc1nc2c(c(=O)[nH]c(=O)n2C)n1CCCc1ccccc1	.	2.2%	-29.8%
O=C(CCCCn1c(=O)c2ccccc2n(Cc2cccc(F)c2)c1=O)NCc1ccc2c(c1)OCO2	2.7%	?	23.1µM*
CN1C(=O)c2ccc(NC(=O)C3CC3)cc2C1=O	2.3%	-13.7%	25.2%
Cc1ccnc2ccccc12	.	1.7%	-2.3%
CSc1ccc(Cn2c(C)c(C(=O)NCCC#N)sc2=O)cc1	.	-11.4%	-26.2%
CC(=O)Oc1ccc(/C=N/NS(=O)(=O)c2ccccc2)cc1	5.4%	?	?
CCCCN(CCCC)S(=O)(=O)c1ccc2oc(C(=O)N3CCOCC3)c(C)c2c1	-2.0%	?	?
O=C(CCCn1c(=O)c2sccc2n(CC(=O)OCc2ccccc2)c1=O)NCc1ccco1	6.0%	-21.3%	?
COc1ccc(OC)c(NC(=O)c2cnn(-c3ccc(C)cc3)c2C2CCNCC2)c1	3.2%	20.6µM*	25.9µM*
CC1=C(c2ccc(Cl)cc2)S(=O)(=O)N=C1N1CCN(c2cccc(C(F)(F)F)c2)CC1	8.6%	8.2µM*	20.6µM*
Cc1ccc(S(=O)(=O)N2CCOCC2)cc1NC(=O)CN1C(=O)NC(C)(c2ccc(Cl)cc2Cl)C1=O (centres undefined)	0.5%	-25.7%	?
Cc1nc(-c2ccc(S(=O)(=O)Nc3ccc(C)c(N(C)C)c3)cc2)co1	6.6%	7.31µM*	18.4µM*
Cc1ccc(NC(=O)Cn2nnc(-c3ccccc3NC(=O)c3cccs3)n2)cc1	4.5%	0.651µM*	0.82µM*
CCC1CCCCN1C(=O)CN1C(=O)CSC1=O (centres undefined)	0.0%	-4.0%	6.6%
Cc1cc(C)cc(S(=O)(=O)c2cnc3ccccc3n2)c1	8.8%	?	?
CC(C)C(=O)Nc1ccc(Sc2ccc(F)cc2)cc1	-3.9%	16.4µM*	16.4µM*
Cc1ccc(/C=C(\NC(=O)c2ccccc2)C(=O)NC2CCN(Cc3ccccc3)CC2)o1	2.4%	2.8%	5.4%
CC1C=CCC2C(=O)N(c3cccc(C(=O)N4CCN(c5ccc(F)cc5)CC4)c3)C(=O)C12 (centres undefined)	5.8%	?	-23.1%
CS(=O)(=O)c1ccc(-c2nnn(CC(=O)N3CCCCC3)n2)cc1	.	1.3%	-0.6%

One compound at a time, from the list above. Order of screens: TDP1 block, TDP1 cell CPT, TDP1 cell noCPT
CC(C)C(=O)Nc1ccc(Sc2ccc(F)cc2)cc1 in the list: -3.9%, 16.4µM*, 16.4µM*
Cc1ccnc2ccccc12 in the list: ., 1.7%, -2.3%

More compounds
SMILES	TDP1 block	TDP1 cell CPT	TDP1 cell noCPT
CCOc1ccc(N(C)C(=O)c2oc(=O)c3ccccc3c2-c2ccccc2)cc1	6.9%	18.4µM*	14.6µM*
O=C(Nc1ccccc1)NC1(C(=O)N2CCN(c3ncccn3)CC2)CCCCC1	0.0%	-14.1%	-6.2%
O=C(Cn1c(=O)oc2cc(S(=O)(=O)N3CCCCC3)ccc21)NCc1ccc(F)cc1	0.0%	5.17µM*	5.8µM*
COc1cccc(N(C(=O)Cn2nnc(-c3ccc(Cl)cc3)n2)C(C(=O)NCC2CCCO2)c2ccc(C)cc2)c1 (centres undefined)	2.4%	16.4µM*	20.6µM*
CN1CCN(C(=O)CCn2nc(-c3ccccc3)c3ccccc3c2=O)CC1	4.4%	-21.8%	?
CCOc1ccc(NC(=O)c2cc(=O)c3ccc(C)c(C)c3o2)cc1	7.4%	?	9.2µM*
Cc1ccc(NC(=O)CCCN2C(=O)c3cccc4cccc(c34)C2=O)cc1	5.4%	?	?

Entries above containing a furan ring, fused or not, in the order listed:
SMILES	TDP1 block	TDP1 cell CPT	TDP1 cell noCPT
COC(=O)c1cc2oc(C)cc2n1CC(=O)N(C)c1ccccc1	7.2%	-0.2%	-16.9%
C/C(=N\NC(=O)c1ccoc1C)c1cccnc1	-2.8%	3.7%	-3.3%
Cc1ccc(C(=O)OCC(=O)c2ccc(S(=O)(=O)N3CCCCC3)cc2)o1	-6.9%[0.505 µM]	-8.2%	-2.3%
Cc1coc2cc3oc(=O)c(CCC(=O)O)c(C)c3cc12	7.2%	-12.1%	-14.3%
O=C(CCc1ccccc1)Nc1ccc(NC(=O)c2ccco2)nc1	3.0%	-20.2%	0.8%
NS(=O)(=O)c1ccc(NC(=O)/C=C/c2ccc(S(=O)(=O)NCc3ccco3)cc2)cc1	10.4%	-26.2%	?
COc1cccc(C(c2sc3nc(-c4ccco4)nn3c2O)N2CCOCC2)c1 (centres undefined)	2.6%	-3.0%	-10.1%
CN(C)C(CNC(=O)c1ccc(S(=O)(=O)Nc2ccccc2F)cc1)c1ccco1 (centres undefined)	2.7%	-22.1%	?
CCCCN(CCCC)S(=O)(=O)c1ccc2oc(C(=O)N3CCOCC3)c(C)c2c1	-2.0%	?	?
O=C(CCCn1c(=O)c2sccc2n(CC(=O)OCc2ccccc2)c1=O)NCc1ccco1	6.0%	-21.3%	?
Cc1ccc(/C=C(\NC(=O)c2ccccc2)C(=O)NC2CCN(Cc3ccccc3)CC2)o1	2.4%	2.8%	5.4%
